Vc quorum ag: inducers of Vibrio cholerae quorum light production without autoinducers, primary screen, BH1578 luxS cqsA deficient, single point. V. cholerae BH1578 lux reporter, luminescence, 6 h. activation, % at 18.7 µM. hit rate 0.16% among 350,000; in the data active means activation mostly above about 9.7%, no sharp cut-off; inconclusive means no clear call, values can overlap the other calls; inactive means mostly below about 3.7%; further: not every result past the cut was called active; inactives centre near 0; reference of the scale not given here
SARS 3CLpro inh: SARS-CoV 3CLpro protease inhibitors, primary screen, biochemical, quenched FRET | recombinant SARS-CoV 3CLpro, quenched FRET peptide cleavage | inhibition, % at 6 µM | hit rate 0.14% among 290,000; in the data active means inhibition above about 12%
BoNT-A LC inh2: BoNT/A light chain protease inhibitors, primary screen, biochemical, flow cytometry, MLPCN library. Botulinum neurotoxin type A light chain protease (Clostridium botulinum A str. ATCC 3502). multiplex microsphere protease substrate cleavage. inhibition, % at 10 µM. hit rate 0.17% among 360,000. AID 588499, 2011; further: plate controls were buffer without enzyme for full effect and enzyme alone for no effect
TcdB inh: TcdB glycohydrolase inhibitors, primary screen, biochemical, single point, plate reader | Toxin B (Clostridioides difficile), P18177 | TcdB glycohydrolase enzymatic assay | inhibition, % at 9.99 µM | hit rate 0.24% among 350,000; in the data active means inhibition above about 10%
CCHFV vOTU inh: CCHFV vOTU protease inhibitors, primary screen, biochemical, Pep-AMC substrate, fluorescence; Crimean-Congo hemorrhagic fever virus L polyprotein viral ovarian tumor (vOTU) protease …; inhibition, % at 11.5 µM; hit rate 0.55% among 370,000; AID 651958, 2012; in the data active means inhibition above about 30%; further: 0% = vehicle wells with enzyme and 100% = no enzyme wells
VHR inh abs: VHR1 phosphatase inhibitors, primary screen, biochemical, absorbance, uHTS | recombinant VHR phosphatase, pNPP absorbance | Dual specificity protein phosphatase 3 (Homo sapiens), P51452 | hit rate 0.52% among 290,000 | inhibition, % at 13.3 µM | AID 1654, 2009; in the data active means inhibition above about 50%; further: some compounds called inactive have numbers as strong as hits
PfHsp40 rescue: rescue of yeast from PfHsp40 toxicity, primary screen, S. cerevisiae, ATP luminescence; S. cerevisiae expressing PfHsp40, growth rescue; growth rescue, % at 12.5 µM; hit rate 0.68% among 340,000; AID 504582, 2011; in the data active means growth rescue above about 28%, passing the limit was not always enough; inconclusive means no clear call, values can overlap the other calls;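 further: yeast W303a lacking pdr1 and pdr3 grown in galactose medium; growth measured after three days at 30 °C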
Anthrax LF prot: Bacillus anthracis LF protease inhibitors, primary screen, biochemical, multiplex microsphere, MLPCN library; multiplex microsphere protease cleavage assay; Lethal factor (Bacillus anthracis), P15917; hit rate 0.12% among 360,000; inhibition, % at 10 µM; AID 588501, 2011; further: plate controls were buffer without enzyme for full effect and enzyme alone for no effect
SSB-PriA inh: inhibitors of Klebsiella pneumoniae PriA binding to SSB C-terminal tail, primary screen, biochemical, AlphaScreen; AlphaScreen SSBct-PriA binding, biotinylated peptide; inhibition, % at 33 µM; hit rate 0.6% among 430,000; AID 1272365, 2023; in the data active means inhibition mostly above about 37%, no sharp cut-off; inactive means mostly below about 20%;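 further: plate controls were negative control peptide for no effect and reference peptide for full effect; strong numbers were not always called active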
Yp Topo-I inh: Yersinia pestis topoisomerase I inhibitors, primary screen, biochemical, cleavage product accumulation, plate reader, single point. DNA topoisomerase I (Yersinia pestis CO92). Y. pestis Topo-I cleavage product accumulation. activity, % at 10 µM. hit rate 0.064% among 360,000. AID 504884, 2011; in the data active means activity above about 50%, passing the limit was not always enough; inconclusive means no clear call, values can overlap the other calls; further: inactives centre near 2
* marks the source's active call; other numbers are inactive results; i = inactive; ? = inconclusive; . = not tested or not shown; & = joins results of further samples. Unless noted, no stated cut-off is given here; in the data, active means inhibition above about 30%; inconclusive means no clear call, values can overlap the other calls; inactive means below that. These rows are one share of the data; rates above refer to the full screens.

SMILES | Vc quorum ag | SARS 3CLpro inh | BoNT-A LC inh2 | TcdB inh | CCHFV vOTU inh | VHR inh abs | PfHsp40 rescue | Anthrax LF prot | SSB-PriA inh | Yp Topo-I inh
O=C(Nc1cccc(CCc2ccccn2)c1)c1cc(F)c(F)cc1Cl | -0.2 | 3 | -0.3 | 1.1 | 13 | 0 | 4.9 | -1 | -2 | 17
O=S(=O)(c1ccc(OC(F)(F)F)cc1)N1CCC(O)(c2cccc(C(F)(F)F)c2)CC1 | 1.6 | 2 | 1.4 | -1.1 | 21 | 48 | 25 | -7 | -6 | 9
NC(=O)C1CCN(C(=O)CCC(=O)c2ccc(F)cc2)CC1 | -3.7 | 1 | -1.8 | 0.1 | -14 | -10 | 0.0 | 15 | 0 | -5
CC1(C)C(=O)Nc2ccccc2N1C(=O)CN1C(=O)c2ccccc2C1=O | -0.6 | -5 | 0.1 | . | -8 | 23 | 0.3 | 15 | -3 | -5
Cc1ccc(C(=O)CNc2cc(C)ccc2C)cc1 | -0.1 | 1 | -1.1 | 1.6 | -7 | 4 | 0.2 | -12 | 14 | 19
Cc1sc(NC(=S)NC(=O)c2ccc(C(C)(C)C)cc2)c(C#N)c1C | i | 5 | -2.1 | . | -11 | -4 | -0.2 | -1 | -12 | 0
Cc1ccc(S(=O)(=O)NCC(=O)N(CCc2ccccc2)CC(=O)NCc2ccco2)cc1 | 0.0 | 1 | 0.1 | . | 13 | 32 | 0.2 | 0 | -3 | 25
Cc1ccc(NC2c3ncccc3C(=O)N2Cc2cccs2)cc1C (stereo not given) | i | 4 | -1.4 | -0.6 | 2 | 20 | -0.2 | 1 | -8 | 9
Cc1ccccc1NC(=S)NCc1ccc(F)cc1 | -0.2 | -3 | -0.1 | 1.4 | 6 | 20 | 0.5 | 17 | -9 | 1
COc1ccccc1OCC(=O)NCC(C)NC(=O)COc1ccccc1OC (stereo not given) | -0.3 | . | -3.4 | -0.8 | -4 | . | -0.7 | ? | 4 | -6
O=C1NC[C@H](CCCCN2CCN(CCC3CCCCC3)C(=O)C2=O)N(CC2CCCCC2)C1=O | . | . | -0.7 | 1.4 | 0 | . | . | -8 | . | .
O=C/C(=C\Nc1ccccn1)c1nc2ccccc2o1 | -0.2 | 4 | ? | . | -5 | -1 | -1.0 | -1 | 5 | 5
COc1ccc(CNC(=O)C2CCN(S(=O)(=O)c3ccc4c(c3)NC(=O)C(C)S4)CC2)cc1 (stereo not given) | -0.3 | 2 | 0.2 | -0.2 | 11 | -36 | 0.2 | 0 | -19 | 29
CCOC(=O)CNc1cccc(C(F)(F)F)c1 | 0.2 | -3 | -0.3 | 2.5 | -3 | 22 | -1.6 | -3 | -5 | 7
O=C(N/C(=C/c1ccc(Br)cc1)C(=O)N1CCOCC1)c1ccc(Br)o1 | -0.2 | 1 | 2.2 | 0.5 | 10 | -6 | -0.8 | -1 | 13 | 11
COc1ccc(/C=N/c2oc(-c3ccccc3)cc2C#N)cc1OC | 1.2 | 9 | -0.1 | . | 2 | -22 | -1.1 | -1 | . | -11
COc1ccccc1-c1cc(N)n[nH]1 | i | -5 | 1.3 | 6.7 | 4 | 0 | 0.5 | 0 | -7 | 1
Cc1nc(/N=C(\N)NC(=O)N2c3ccccc3Sc3ccccc32)nc2ccccc12 | 1.5 | 2 | -0.4 | . | -5 | 5 | 5.5 | -3 | . | -3
CSc1ccccc1NC(=O)C1=CC(c2ccc(C)cc2)=NS(=O)(=O)N1C | -0.2 | -1 | 0.4 | 29* | 4 | 9 | -1.6 | -2 | 31 | 9
O=C(Nc1ccc(Cl)cc1)Nc1ccccn1 | -0.5 | -5 | 1.7 | 1.5 | 13 | 15 | 0.3 | -4 | 4 | 0
CCNC(=O)c1ccccc1NC(=O)c1cccc(S(=O)(=O)N2CCC(C)CC2)c1 | 1.4 | 0 | -0.7 | . | 11 | 7 | 3.2 | -6 | -26 | -1
COc1ccc(Br)cc1C(=O)O | -2.0 | -6 | 0.6 | . | 11 | 10 | -0.1 | 1 | -15 | 2
Cc1cc(-n2c(SCC(=O)NCc3cccs3)nc3n[nH]c(C)c3c2=N)ccc1Cl | 2.2 | -5 | 0.0 | . | 0 | 5 | 0.8 | -1 | -20 | 7
CCCCCCCCNCCS(=O)(=O)NC1CCCCC1 | -0.2 | . | -0.2 | -3.5 | 11 | . | -1.0 | -9 | -5 | 25
COc1ccc(-n2nnnc2SCC(=O)N2CCCc3ccccc32)cc1OC | 5.0 | 0 | 0.0 | . | 5 | 4 | -0.6 | -1 | -7 | 36

An excerpt from above in order of count of non-hydrogen atoms, smallest number first.
SMILES | Vc quorum ag | SARS 3CLpro inh | BoNT-A LC inh2 | TcdB inh | CCHFV vOTU inh | VHR inh abs | PfHsp40 rescue | Anthrax LF prot | SSB-PriA inh | Yp Topo-I inh
COc1ccc(Br)cc1C(=O)O | -2.0 | -6 | 0.6 | . | 11 | 10 | -0.1 | 1 | -15 | 2
O=C(Nc1ccc(Cl)cc1)Nc1ccccn1 | -0.5 | -5 | 1.7 | 1.5 | 13 | 15 | 0.3 | -4 | 4 | 0
O=C/C(=C\Nc1ccccn1)c1nc2ccccc2o1 | -0.2 | 4 | ? | . | -5 | -1 | -1.0 | -1 | 5 | 5
CCCCCCCCNCCS(=O)(=O)NC1CCCCC1 | -0.2 | . | -0.2 | -3.5 | 11 | . | -1.0 | -9 | -5 | 25
NC(=O)C1CCN(C(=O)CCC(=O)c2ccc(F)cc2)CC1 | -3.7 | 1 | -1.8 | 0.1 | -14 | -10 | 0.0 | 15 | 0 | -5
COc1ccc(/C=N/c2oc(-c3ccccc3)cc2C#N)cc1OC | 1.2 | 9 | -0.1 | . | 2 | -22 | -1.1 | -1 | . | -11
COc1ccc(CNC(=O)C2CCN(S(=O)(=O)c3ccc4c(c3)NC(=O)C(C)S4)CC2)cc1 (stereo not given) | -0.3 | 2 | 0.2 | -0.2 | 11 | -36 | 0.2 | 0 | -19 | 29

Next section:
SMILES | Vc quorum ag | SARS 3CLpro inh | BoNT-A LC inh2 | TcdB inh | CCHFV vOTU inh | VHR inh abs | PfHsp40 rescue | Anthrax LF prot | SSB-PriA inh | Yp Topo-I inh
Cc1ccc(S(=O)(=O)N2c3ccccc3CC2C)cc1 (stereo not given) | 0.2 | 1 | -1.2 | 2.0 | 3 | 19 | 3.4 | -8 | -26 | -3
COc1cc(SC)ccc1C(=O)Nc1ccon1 | -0.3 | -7 | -0.1 | . | 4 | 8 | 1.0 | -4 | 5 | 1
COc1ccc(S(=O)(=O)N2CCCCCC2)cc1NC(=O)CN(C)Cc1ccc2c(c1)OCO2 | -0.9 | . | 1.6 | 0.2 | 5 | . | 0.2 | 1 | -7 | 22
COc1ccccc1C(=O)Nc1ncc2c(n1)CC(c1ccco1)CC2=O (stereo not given) | i | -5 | 0.5 | 1.1 | -11 | 25 | 11 | 3 | 3 | 8
COCCN(C/C=C/c1ccccc1)C/C=C/c1ccccc1 | i | -3 | -4.3 | 1.3 | 2 | 11 | -0.4 | 3 | -13 | 24
O=C(CSc1nnc(CCc2nc3ccccc3[nH]2)n1-c1ccccc1)NCc1ccccc1 | i | 1 | -1.4 | . | 2 | -5 | 0.2 | 9 | -14 | 32
NS(=O)(=O)c1cc2c(cc1Cl)NC(C1CC3C=CC1C3)NS2(=O)=O (stereo not given) | i | . | -0.4 | 1.6 | 0 | . | -1.6 | 5 | -3 | -9
COc1ccc(N(CC(=O)NCCc2ccc(S(N)(=O)=O)cc2)S(=O)(=O)c2c(C)noc2C)cc1 | -3.8 | 2 | -1.3 | 0.9 | 7 | 25 | -0.5 | -3 | -12 | -1
C=C1CCC[C@]2(C)C[C@H]3OC(=O)C(CNC(C)CCCC(C)C)[C@H]3CC12 (stereo not given in full) | -10 | -2 | 1.2 | -0.4 | -7 | 14 | -0.3 | -10 | -18 | 10
CC1CCCCN1CCCNc1ccc(C(CC(N)=O)NC(=O)Cc2ccc(Cl)cc2)cc1[N+](=O)[O-] (stereo not given) | -2.1 | -3 | 0.1 | 2.0 | 0 | 17 | -2.5 | -12 | 0 | -1
O=C(CN(c1ccccn1)S(=O)(=O)c1ccccc1)Nc1ccccc1 | 0.6 | -2 | -0.1 | -0.6 | 9 | 5 | -0.8 | -3 | -10 | -7
Brc1ccc(CSc2ncn[nH]2)cc1 | 1.8 | 6 | 0.2 | . | -1 | 7 | -1.7 | -4 | -5 | 7
CC(=O)Nc1nc(CC(=O)c2ccccc2)cs1 | -0.3 | . | -1.5 | 1.9 | -2 | 19 | -0.6 | -4 | 1&-5 | -3
CN(C)c1ccc(C(=O)c2ccccc2C(=O)O)c(O)c1 | -7.7 | -4 | -0.2 | . | 27 | 18 | 3.4 | 2 | -14 | 4
Cc1ccc(S(=O)(=O)N2CCC(C(=O)N[C@@H](C)C(=O)Nc3ccc4c(c3)OCO4)CC2)cc1 | i | 7 | 1.2 | . | 0 | -4 | 0.5 | -3 | 4 | 3
COC(=O)[C@]12CCCCC=C1N(Cc1cccc3ccccc13)C(=O)[C@H](CC(=O)NCCCCc1ccccc1)C2 | . | . | -1.0 | -0.8 | 2 | . | . | -5 | . | .
Cc1cccc(C)c1N1CCN(S(=O)(=O)N(C)C)CC1 | -0.2 | 1 | -0.7 | 0.4 | -5 | 23 | -1.6 | 4 | -12 | -5
O=C(O)c1ccccc1O | 8.5 | -5 | 0.1 | 1.3 | -2 | 9 | -0.8 | -5 | -4 | -6
O=C(COC(=O)CNS(=O)(=O)c1c(F)cccc1F)NC(=O)NC1CCCCC1 | -2.1 | . | 1.7 | 0.7 | -3 | . | 0.4 | 4 | -6 | -2
NC(=O)C1CC(=O)N(c2ccc(OCC(=O)Nc3ccc(F)cc3)cc2)C1 (stereo not given) | i | . | -5.5 | 0.9 | 19 | . | -0.5 | -10 | -11 | 4
CCCC1NC(=O)c2cccnc2-n2c1nc1cc(C)cc(C)c1c2=O (stereo not given) | -0.7 | . | -0.3 | 0.3 | 21 | . | . | -2 | . | 16
Cc1cccc(/C=N\NC(=O)c2csnn2)c1 | i | -3 | 1.7 | . | 5 | 10 | 0.6 | 3 | . | 1
FC(F)(F)c1nc(NCc2ccccc2)c2nnn(Cc3ccccc3)c2n1 | 0.8 | -2 | -1.6 | 0.6 | 11 | 9 | -0.3 | 10 | 0 | -2
CCCSc1nnc(-c2c[nH]c3ccccc23)n1CC | -0.1 | 0 | 0.1 | 1.6 | 3 | 21 | 0.7 | 5 | -9 | 4
COc1ccccc1NC(=O)CN1CCN(c2ccccn2)CC1 | -0.2 | 2 | -1.3 | 0.9 | 5 | 9 | 1.0 | -2 | -1 | 10
COc1ccc(/C=N/N2C(=O)CSC2=S)cc1Br | -0.9 | . | 2.1 | 2.2 | -10 | . | 0.8 | -9 | . | 1

Screening data: PubChem, several laboratories
